# TIM10 inh: growth inhibitors of isogenic TIM10 control yeast, primary screen, counter-screen for tim10-1 yeast inhibitor project, luminescence, uHTS | 330,000 tested, 1.4% active | S. cerevisiae TIM10 strain growth, BacTiter-Glo luminescence, 24 h | inhibition, % at 10 µM;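 active = inhibition of 40% or more at the single tested concentration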;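 note: wild-type TIM10 isogenic control strain grown at permissive 25 °C; 0% = DMSO yeast wells and 100% = minimal medium wells without yeast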
# CXCR6 block: CXCR6 receptor inhibitors, primary screen, cell-based, beta-arrestin, luminescence, CHO-K1 PathHunter, 1536-well | AID 602244, 2012 | inhibition, % at 20 µM | 360,000 tested, 0.36% active; in the data active = inhibition above about 34%, passing the limit was not always enough;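 note: antagonist mode with CXCL16 agonist at 10 nM final; 0% = 10 nM CXCL16 with DMSO and 100% = unstimulated wells without agonist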
# Target sequence (O00574 whole entry, looked up): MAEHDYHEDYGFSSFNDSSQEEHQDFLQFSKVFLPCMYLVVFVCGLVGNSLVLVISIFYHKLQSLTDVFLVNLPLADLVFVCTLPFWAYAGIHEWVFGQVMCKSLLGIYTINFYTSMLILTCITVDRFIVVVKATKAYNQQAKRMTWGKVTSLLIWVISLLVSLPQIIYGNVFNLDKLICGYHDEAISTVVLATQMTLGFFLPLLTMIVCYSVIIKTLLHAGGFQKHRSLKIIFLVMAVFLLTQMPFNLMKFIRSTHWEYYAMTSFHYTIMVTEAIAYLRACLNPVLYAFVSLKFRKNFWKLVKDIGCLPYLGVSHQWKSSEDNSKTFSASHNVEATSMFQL
# APJ ag: agonists of human apelin receptor APJ, primary screen, CHO-K1 cells, PathHunter beta-arrestin, luminescence | P35414 | 0% DMSO wells, 100% apelin | activation, % at 20 µM | 330,000 tested, 0.11% active | AID 2520, 2010;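 active = activation more than six SD over the plate average, tested at 20 µM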;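 note: 0% = DMSO alone and 100% = apelin-13 at 10 nM; some results filed as inactive read as strong as hits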
# Target sequence (P35414 whole entry, looked up): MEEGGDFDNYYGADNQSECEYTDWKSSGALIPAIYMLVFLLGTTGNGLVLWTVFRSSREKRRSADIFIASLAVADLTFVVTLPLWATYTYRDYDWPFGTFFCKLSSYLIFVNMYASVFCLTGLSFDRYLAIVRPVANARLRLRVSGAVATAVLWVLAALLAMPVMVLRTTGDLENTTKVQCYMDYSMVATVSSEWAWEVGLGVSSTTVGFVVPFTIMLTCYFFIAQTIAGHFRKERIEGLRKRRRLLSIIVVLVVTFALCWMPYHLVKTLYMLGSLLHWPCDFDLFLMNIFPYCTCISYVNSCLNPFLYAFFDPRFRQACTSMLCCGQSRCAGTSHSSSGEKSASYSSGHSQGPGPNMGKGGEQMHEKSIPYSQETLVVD
#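 Incubation: overnight seeding, 90 min compound at 25 °C, 1 h detection; test system: PathHunter CHO-K1 APJ (AGTRL-1) beta-arrestin reporter cells; amount: 1000 cells/well; doses: one dose, 20 µM compound, 1% DMSO; measured by: beta-gal luminescence; measure: agonist-driven arrestin binding to APJ; benchmarks: negative DMSO alone, positive Apelin-13 at 10 nM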
# tim23-1 inh: growth inhibitors of tim23-1 mutant yeast, primary screen, luminescence, uHTS; S. cerevisiae tim23-1 growth, BacTiter-Glo luminescence, 24 h; inhibition, % at 20 µM; 330,000 tested, 1.3% active; AID 463212, 2010;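 active = growth inhibition of the mutant yeast at or above 50%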;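 note: temperature-sensitive mutant grown at 25 °C; plate controls were DMSO-treated mutant yeast for no effect and medium wells lacking yeast for full effect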
# tim10-1 inh: growth inhibitors of tim10-1 mutant yeast, primary screen, luminescence, uHTS | S. cerevisiae tim10-1 ts strain growth, BacTiter-Glo, 24 h | inhibition, % at 20 µM | 330,000 tested, 2.2% active;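 active = inhibition of at least 40%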;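 note: mutant grown at 25 °C; 0% = DMSO wells with yeast and 100% = wells holding no yeast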
# APJ antag: antagonists of human apelin receptor APJ, primary screen, CHO-K1 cells, beta-arrestin complementation, luminescence; P35414; inhibition, % at 20 µM; 330,000 tested, 0.32% active;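 active = inhibition above about 40% at 20 µM, limit read from the data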;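 note: cells challenged with 10 nM apelin-13 agonist together with compound; plate controls were apelin-13 plus DMSO wells for no effect and DMSO wells lacking apelin-13 for full effect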
# UPR CHOP act: activators of apoptotic CHOP UPR arm, primary screen, cell-based, CHO-CHOP luciferase reporter, luminescence, uHTS; 330,000 tested, 0.34% active; UPR activation; percent of tunicamycin response over DMSO baseline; activation, % at 10 µM;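 active = at 10 µM dose, activation of 40% or more, normalized to positive control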;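 note: 100% = tunicamycin at 10 µg/mL and 0% = DMSO alone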
#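 assay system = CHO CHOP reporter cells | amount = 500 CHO-CHOP cells per well | buffer or medium = F12 with 10% FBS | incubation = 16-18 h cell attachment, then 6 h compound exposure, 37 °C | detection = luminescence read with Steady-Glo | read-out = percent activation relative to tunicamycin control | controls = tunicamycin high control, DMSO low control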
# Mdm2-MdmX inh: inhibitors of human Mdm2-MdmX association, primary screen, cell-based, luminescence, split luciferase, SaOS-2, uHTS; inhibition, % at 8 µM; Protein Mdm4 (Homo sapiens) + E3 ubiquitin-protein ligase Mdm2 (Homo sapiens), …; SaOS-2 split-luciferase Mdm2/MdmX complementation; 330,000 tested, 3% active; AID 485346, 2010;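 active = inhibition of at least 50% at 8 µM in the primary screen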
# XBP1 UPR activ: activators of adaptive XBP1 UPR arm, primary screen, cell-based, CHO-XBP1 luciferase reporter, luminescence, uHTS | IRE1-XBP1 UPR activation; percent of tunicamycin response, DMSO as zero | activation, % at 20 µM | 330,000 tested, 0.33% active | AID 463104, 2010;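 active = versus positive control, 20 µM dose yields 30% or more activation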;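 note: 100% = tunicamycin at 10 µg/mL and 0% = DMSO only wells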
#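 Material – CHO cell line with stable XBP1 luciferase reporter · Buffer or medium – F12 plus 10% FBS · Compound – single point, 20 µM final compound, 1% DMSO · Schedule – 16-18 h cell attachment at 37 °C, then 6 h compound exposure · Signal – Steady-Glo luminescence read · Benchmarks – high control tunicamycin 10 µg/mL final, low control DMSO vehicle only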
# * = called active by the depositor; x = no result given.
SMILES,TIM10 inh,CXCR6 block,APJ ag,tim23-1 inh,tim10-1 inh,APJ antag,UPR CHOP act,Mdm2-MdmX inh,XBP1 UPR activ
C[C@H](NC(=O)c1nc[nH]c1C(=O)NCc1ccc(CNC(=O)OC(C)(C)C)cc1)C(=O)OC(C)(C)C,4,-14,-1,-21,14,-14,0.3,11,-4
CC(=O)NC(Cc1ccccc1)C(=O)OCC(=O)c1ccc(Br)cc1 (stereo not drawn),2,3,-1,12,10,5,2.1,21,1
O=C(COC(=O)c1ccc([N+](=O)[O-])o1)NC1CCCc2ccccc21 (stereo not drawn),-155,-24,5,31,-111,-28,-0.6,13,1
CCn1c2ccccc2c2cc(NS(=O)(=O)c3ccccc3C)ccc21,-10,4,1,37,17,14,0.9,63*,-2
O=C(NC(=S)Nc1ccccc1N1CCCCC1)c1ccc(F)cc1Cl,33,16,-2,41,34,2,3.9,43,-2
CN(C)S(=O)(=O)c1cccc(NC(=O)CN2C(=O)NC(CCc3ccccc3)C2=O)c1 (stereo not drawn),11,-8,2,17,0,-2,0.3,-2,7
O=C(NCc1ccco1)c1cccn2c(=O)c3sccc3nc12,21,4,-5,16,40*,28,-0.8,35,1
O=C(O)c1cccc([N+](=O)[O-])c1C(=O)Nc1cccc2ccccc12,7,-3,7,-3,1,-36,1.9,3,2
O=c1[nH]c2ccccc2n2c(C(F)(F)F)nnc12,-19,-11,-1,6,6,-16,3.2,4,-1
O=C1C=C(c2ccccc2)CC(c2cccs2)C1n1cnc([N+](=O)[O-])c1 (stereo not drawn),7,3,1,16,13,-2,1.5,12,-2
CCOC(=O)c1ccc(NC(=O)CN(C)S(=O)(=O)c2ccc(OC)cc2)cc1,2,-2,1,-4,7,13,-1.3,26,-2
COCC(=O)Nc1ccc(S(=O)(=O)Nc2nccs2)cc1,-2,-18,-1,-8,4,8,-1.0,8,0
Fc1ccc(-c2nc3c(-c4ccc(F)cc4)cnn3cc2CCN2CCOCC2)cc1,3,4,-1,-9,24,14,-1.6,21,0
c1cnc2c(C3NCCc4c3[nH]c3ccccc43)cccc2c1 (stereo not drawn),7,-2,-4,-5,15,4,-0.2,-6,-2
CC(=O)Nc1ccc(N2C(C(C)=O)=NN(c3ccccc3)C2c2cccs2)cc1 (stereo not drawn),14,7,-2,16,31,7,-1.8,-5,-1
O=C(Nc1ccc(F)c(F)c1)C1CCCN(S(=O)(=O)c2cccc3nonc23)C1 (stereo not drawn),8,10,0,4,-8,15,-2.6,0,3
CCCn1c(=O)c(C(=O)Nc2cc(C)ccn2)c(O)c2ccccc21,-7,0,3,13,-36,-22,0.3,25,-1
CC1CCN(CCCOc2ccc(OCc3ccccc3)cc2)CC1,19,-9,-4,-3,1,16,3.3,-21,0
CCn1nnc(-c2ccccc2NS(=O)(=O)c2ccc(C(=O)OC)cc2)n1,0,0,-6,21,-18,-4,-2.6,1,-3
O=C(NCCc1ccc(F)cc1)c1ccc([N+](=O)[O-])cc1,-9,-14,-4,-2,-5,-2,7.0,-113,1
COc1ccc(Br)cc1CN1CCSCC1,-5,-2,-6,0,10,28,-1.3,22,-5
CCC(C(=O)Nc1ncn[nH]1)(C(F)(F)F)C(F)(F)F,-3,3,6,-5,4,-6,0.3,5,-4
O=C(O)C1CCCCC1C(=O)NCCc1ccc(Cl)cc1 (stereo not drawn),-6,-4,-4,-7,-21,-18,-0.7,9,3
Cc1nn(C(C)C)c(C)c1CN1CCCC(CCC(=O)NCc2ccccc2F)C1 (stereo not drawn),-5,2,-2,15,-6,2,3.9,2,0
Cc1nn(C)cc1C(C(=O)NC1CCCCC1)N(C(=O)Cc1cccs1)c1ccc(C(C)C)cc1 (stereo not drawn),13,2,-5,15,22,24,0.8,23,1
O=C(N/N=C/c1ccc(-c2cccc([N+](=O)[O-])c2)o1)c1ccc([N+](=O)[O-])cc1,14,2,0,11,-20,-24,1.0,4,1
CC(=O)Nc1nc2ccccc2n1Cc1ccccc1,20,13,-6,15,20,-3,-2.2,37,3
O=C(Cn1cccc1C(=O)c1ccccc1)NCc1ccccc1,-1,-5,-7,5,16,-10,1.9,5,-2
O=C(NCCc1ccccc1)C(=O)NCC1CCNCC1,0,x,-3,17,1,-22,-1.0,10,-3
Cc1ccc(S(=O)(=O)N2CCN(CC(=O)N/N=C\c3cccnc3)CC2)cc1,5,-8,1,-1,13,-5,2.9,11,-1
COC(=O)c1cc(NC(=O)c2cc(-c3ccc(Cl)cc3)oc2C(F)(F)F)ccc1N1CCOCC1,14,-8,0,25,18,12,-1.1,43,-2
O=C(O)CC(CNS(=O)(=O)c1cccc2nsnc12)c1ccccc1 (stereo not drawn),-6,-7,-2,12,6,-6,-0.1,14,0
CCC1=C(OC(=O)N(CC)CC)N2C(=O)OC(=NCC(=O)OC)[C@]2(Cc2ccccc2)[C@H]2C1=CC[C@H]1C(=O)NC(=O)[C@H]12,7,-6,-5,10,6,1,-0.6,5,0
NC(=S)N/N=C\c1ccc(-c2cccc(Cl)c2Cl)o1,29,-10,-8,43,14,15,1.5,22,10
CC#CCN1c2ccccc2[C@]23C[C@@H](C(=O)OC)N(C(=O)NC4CCCCC4)C2=NC(C(=O)OC)=C(C(=O)OC)[C@H]13,10,6,-3,15,1,3,0.1,16,-3
Cc1cc2ncn(-c3ncnc4sc5c(c34)CCCC5)c2cc1C,19,x,0,40,37,17,2.1,-2,-1
CCc1nnc(SCC(=O)Nc2ccc(N3CCOCC3)cc2)o1,0,-6,-5,6,5,-14,-3.2,8,-1
N=c1sccn1CC(=O)Nc1cc(S(=O)(=O)N2CCCC2)ccc1Cl,-26,-3,-2,4,18,11,0.2,2,-2
Cc1[nH]c(=O)[nH]c(=O)c1NC(=O)CSc1ncccc1-c1nc2ccccc2[nH]1,6,-8,2,9,5,10,-2.2,24,-1
COc1ccccc1CNC(=O)C1Cc2cc(S(=O)(=O)N3CCCC3)ccc2N1C(C)=O (stereo not drawn),5,2,-1,2,-9,2,-0.4,-25,-1
COc1ccc(NC(=O)N(CCc2ccccc2)Cc2cc3c(C)cc(C)cc3[nH]c2=O)cc1,19,13,-1,16,29,2,1.7,1,4
CC(C)(C)NS(=O)(=O)c1ccc(NC(=O)Cc2ccccc2[N+](=O)[O-])cc1,7,-1,-4,-5,1,13,1.3,10,4
CCOC(=O)c1cc2c(ccc3nc(C)c(C)c32)[nH]c1C,24,2,-2,18,50*,-33,-1.2,-6,20
NNC(=O)c1cc(C23CC4CC(CC(C4)C2)C3)[nH]n1,11,2,5,19,9,-1,-2.5,18,-2
O=C(Nc1ccc(S(=O)(=O)C(F)F)cc1)c1ccc2c(=O)n3c(nc2c1)CCC3,2,0,1,-4,3,-12,1.6,33,0
Clc1cccc(Cl)c1/C=N\Nc1nccs1,16,1,0,41,29,7,-0.6,1,-3
NC(=O)c1ccsc1NC(=O)COC(=O)c1cnccn1,10,2,-1,10,-5,-40,1.9,-20,-1
Cc1ccc(SCC(=O)Nc2c(Br)cnn2C)cc1,14,2,2,-10,-5,11,0.6,1,-1
O=C1NCC(=O)N(Cc2ccccc2)/C1=C/c1ccccc1,-8,2,-1,2,13,-11,0.4,13,0
CCOC(=O)c1ccc(NC(=O)CSc2nnc(-c3cccs3)n2C)cc1,12,-6,0,22,9,-2,-0.1,18,-2
CCOCCCn1c(SCC(=O)Nc2ccc3[nH]c(=O)[nH]c3c2)nc2ccccc2c1=O,-6,-4,-4,-22,-13,-56,0.3,-11,0
Cc1c(O)ccc2c3c(c(=O)oc12)CCCC3,41*,3,-14,31,30,-19,-0.2,13,-2
CCCC1(C(=O)OCC)NC(c2ccco2)C2C(=O)N(C)C(=O)C21 (stereo not drawn),1,-3,-1,12,10,-2,1.6,-3,-2
CCC(=O)Nc1c(C(=O)Nc2cccc(OC)c2)oc2ccccc12,28,5,-6,22,29,7,0.5,-25,0
Nc1nc(N)nc(-c2ccccc2-c2nc(N)nc(N)n2)n1,-10,-7,-2,-14,6,-4,-0.7,0,1
COc1ccc(OC)c(C2=Nn3c(nnc3-c3cc(OC)c(OC)c(OC)c3)SC2)c1,35,6,-4,32,28,-4,1.0,39,4
O=[N+]([O-])c1cc(C(F)(F)F)ccc1NCCc1ccncc1,6,0,0,20,12,1,0.8,9,0
Cn1nc(C(=O)NCc2ccc(F)cc2)c2ccccc2c1=O,-8,-1,-2,17,1,-18,0.3,34,0
C[C@]12CC[C@@H]3c4ccc(OC(=O)c5ccccc5)cc4CC[C@H]3[C@@H]1CC[C@@H]2O,12,-3,-2,39,25,1,5.9,41,3
COc1ccc(Br)cc1/C=N/NC(=O)Cn1nnnc1N,-32,-2,-2,-13,-81,-5,-0.5,-8,1

# Some of the entries so far, field by field:
CCCC1(C(=O)OCC)NC(c2ccco2)C2C(=O)N(C)C(=O)C21 (stereo not drawn)
  TIM10 inh: 1
  CXCR6 block: -3
  APJ ag: -1
  tim23-1 inh: 12
  tim10-1 inh: 10
  APJ antag: -2
  UPR CHOP act: 1.6
  Mdm2-MdmX inh: -3
  XBP1 UPR activ: -2

CCC(=O)Nc1c(C(=O)Nc2cccc(OC)c2)oc2ccccc12
  TIM10 inh: 28
  CXCR6 block: 5
  APJ ag: -6
  tim23-1 inh: 22
  tim10-1 inh: 29
  APJ antag: 7
  UPR CHOP act: 0.5
  Mdm2-MdmX inh: -25
  XBP1 UPR activ: 0

Nc1nc(N)nc(-c2ccccc2-c2nc(N)nc(N)n2)n1
  TIM10 inh: -10
  CXCR6 block: -7
  APJ ag: -2
  tim23-1 inh: -14
  tim10-1 inh: 6
  APJ antag: -4
  UPR CHOP act: -0.7
  Mdm2-MdmX inh: 0
  XBP1 UPR activ: 1

# The list continues:
SMILES,TIM10 inh,CXCR6 block,APJ ag,tim23-1 inh,tim10-1 inh,APJ antag,UPR CHOP act,Mdm2-MdmX inh,XBP1 UPR activ
CCOC(=O)CSc1n[nH]c(-c2ccco2)n1,4,-3,-3,20,8,16,1.1,-17,-4
COc1ccccc1C(=O)NC(=O)COC(=O)CNC(=O)c1ccc(Cl)c([N+](=O)[O-])c1,14,0,0,12,16,-37,6.9,12,4
COc1ccc(N2CCN(C(=O)C3CCN(S(=O)(=O)c4cccs4)CC3)CC2)cc1,14,-13,-1,19,13,-10,0.6,25,-1
Cc1ccc2nc(SCC(=O)N3CCCC3)nc(=O)n2c1,-1,0,-2,10,-2,14,0.3,-9,-1
CCOC(=O)/C(=N/Nc1ccc(OC)cc1)Sc1nnc(CCc2ccccc2)n1-c1ccccc1,28,15,-2,26,24,17,0.1,20,1
CC1CCN(c2ccc(/C=C(\C#N)c3nn(-c4ccccc4)c(N)c3C#N)cc2[N+](=O)[O-])CC1,8,20,-11,21,20,15,2.3,11,2

# The list is partial, so the mix of outcomes need not match the whole.
